# iPSC survival up: enhancers of human iPSC single-cell survival; hiPSC single-cell survival, ATPlite luminescence; 100% = ROCK inhibitor wells, 0% = DMSO; 360,000 tested, 0.044% active; survival enhancement, % at 20 µM; in the data active means survival enhancement above about 18%;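 further: cells exposed to compounds for 16 hours before the ATP read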
# NR2E3 ag-1: agonists of human NR2E3 nuclear receptor; CHO-S Gal4-NCOR/VP16-NR2E3 two-hybrid, luciferase; 360,000 tested, 0.35% active; inhibition of corepressor binding, % at 3.98 µM; Q9Y5X4; AID 602229;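 active means inhibition above the mean of all tested compounds plus 3 SD, cut at about 70% in these data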;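 further: 0% = DMSO with NR2E3 transfected cells and 100% = cells lacking NR2E3 construct; higher means lower luciferase signal from less NR2E3 corepressor binding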
# Target sequence (Q9Y5X4 whole entry, looked up, the tested form may be a part): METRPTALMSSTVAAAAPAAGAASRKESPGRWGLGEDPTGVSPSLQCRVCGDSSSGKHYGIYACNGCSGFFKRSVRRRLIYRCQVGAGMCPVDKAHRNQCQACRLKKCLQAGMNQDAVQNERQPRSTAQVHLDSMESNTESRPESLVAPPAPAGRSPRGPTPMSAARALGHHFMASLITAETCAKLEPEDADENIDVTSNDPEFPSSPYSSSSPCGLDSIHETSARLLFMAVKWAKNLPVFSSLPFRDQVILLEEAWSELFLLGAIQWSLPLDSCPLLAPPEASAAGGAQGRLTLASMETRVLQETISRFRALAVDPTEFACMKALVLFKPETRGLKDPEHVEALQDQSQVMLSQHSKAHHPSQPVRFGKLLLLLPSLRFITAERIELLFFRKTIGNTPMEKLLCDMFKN
# aDG glyco act: increases alpha dystroglycan glycosylation; Pro5-aDG cells, alpha-DG glycosylation AlphaScreen (IIH6); 0% Pro5, 100% B10-LARGE cell signal; activation, % at 10 µM; 360,000 tested, 0.22% active; AID 624168;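 active means activation of at least 8% versus controls, or a plate z-score of at least 8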;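 further: Pro5 are CHO cells carrying HIG-tagged alpha-DG that lacks glycosylation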
# CaV13 FRET inh: Disruptors of the CACNA1D IQ motif to Ca2+-dependent inactivation inhibitor domain association, primary screening, Förster resonance energy transfer in intact living … | 340,000 tested, 0.098% active | inhibition, % at 12.3 µM | HEK cells, CFP/YFP FRET ICDI-IQ, plate reader, 10 min; percent FRET-ratio fall versus neutral wells;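 active means mean replicate inhibition of at least 30% and at least 1% of replicates passing that level; inconclusive means only one of the two criteria is met; inactive means neither criterion is met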;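 further: 0% = median of the neutral control wells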
# Granule exo inh: blocks lytic granule exocytosis | TALL-104 LAMP-1 surface exposure, flow cytometry; cells stimulated with thapsigargin and PMA | inhibition, % at 10 µM | 360,000 tested, 0.66% active | AID 651702;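 active means inhibition above about 55%, limit read from the data; inconclusive means no clear call, values can overlap the other calls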
# TRPM1 prom inh: MITF TRPM1 promoter inhibition in SK-MEL-5 cells | SK-MEL-5 TRPM1 promoter luciferase, 24 h | inhibition, % at 12.5 µM | 330,000 tested, 0.83% active;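 active means mean inhibition across replicates of 60% or more, whatever share of single replicates reaches that level; inconclusive means some that reach 60%, reason not given; inactive means mean inhibition across replicates below 60%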; further: values of inactives mirror those of a sister screen read the other way
# Vif imaging: HIV Vif inhibition; HEK293T cells, Vif self-association by quenched fluorescence, imaging, 24 h; inhibition, % at 7.49 µM; 340,000 tested, 0.35% active; in the data active means inhibition above about 50%, passing the limit was not always enough; inconclusive means no clear call, values can overlap the other calls; inactive means below about 31%; further: some results filed as inactive read as strong as hits
# Peg3 prom inh: reduces Peg3 promoter-driven luciferase expression in HeLa; HeLa PEG-Prom luciferase reporter, luminescence, overnight; inhibition, % at 20 µM; 360,000 tested, 1.7% active;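 active means inhibition of at least 50% at 20 µM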
# PDI turbidity: blocks human protein disulfide isomerase activity; inhibition, % at 10 µM; 350,000 tested, 0.052% active; PDI insulin aggregation turbidity, A650, 90 min; AID 588391; P07237;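 active means mean inhibition across replicates of 30% or more, whatever share of single replicates reach that level; inconclusive means mean inhibition below 30% while every single replicate reaches 30%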;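 further: absorbance from insulin aggregation driven by PDI reduction with DTT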
# Target sequence (P07237 whole entry, looked up): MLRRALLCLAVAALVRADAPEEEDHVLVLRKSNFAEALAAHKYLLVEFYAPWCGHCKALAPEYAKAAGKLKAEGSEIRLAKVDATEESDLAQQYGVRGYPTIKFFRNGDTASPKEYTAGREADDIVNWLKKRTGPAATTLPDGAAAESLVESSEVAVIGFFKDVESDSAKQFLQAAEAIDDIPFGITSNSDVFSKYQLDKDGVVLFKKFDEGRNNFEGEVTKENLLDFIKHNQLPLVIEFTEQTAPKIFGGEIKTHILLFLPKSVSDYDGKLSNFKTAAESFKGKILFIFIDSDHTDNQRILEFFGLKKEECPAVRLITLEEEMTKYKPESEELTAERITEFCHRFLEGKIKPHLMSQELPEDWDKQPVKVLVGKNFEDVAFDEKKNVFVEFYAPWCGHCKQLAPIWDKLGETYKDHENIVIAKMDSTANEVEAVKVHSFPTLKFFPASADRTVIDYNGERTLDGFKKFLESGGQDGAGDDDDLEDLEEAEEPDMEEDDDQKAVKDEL
# NR2E3 ag-2: NR2E3 (human) agonism | Q9Y5X4 | GST-NR2E3/biotin-RetCOR TR-FRET, 1536-well | inhibition of corepressor binding, % at 4.78 µM | 320,000 tested, 0.12% active | AID 2300;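 active means percent inhibition above the cutoff of mean plus 3 SD of all tested compounds, set per screening campaign, cut at about 20% in these data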;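 further: 0% = DMSO wells and 100% = biotin wells as full block of FRET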
#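 Test system: GST-NR2E3 and biotin-RetCOR proteins | Quantity: 1.35 nM GST-tagged NR2E3 final | Medium: Tris pH 7.5 | Also added: 7 nM biotin-RetCOR | Dosing: Compound at 4.8 µM, single dose | Timing: 5 h at 4 °C | Detection: Time-resolved FRET | Read-out basis: Percent inhibition | Benchmarks: Biotin wells as high control, 0.6% DMSO wells as low control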
# HIF-2a inh: HIF-2a inhibition | 360,000 tested, 0.72% active | inhibition, % at 18.8 µM | AID 624352 | 786-0 RCC cells HIF-2a reporter, luciferase luminescence, overnight;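 active means inhibition of the luminescence signal of 40% or more relative to plate controls, in a single-dose primary screen at 18.75 µM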
# Numbers without * were called inactive; ? = inconclusive; / = no result given. Rows are unselected; overall some 3.5% were active at least once.
molecule	iPSC survival up	NR2E3 ag-1	aDG glyco act	CaV13 FRET inh	Granule exo inh	TRPM1 prom inh	Vif imaging	Peg3 prom inh	PDI turbidity	NR2E3 ag-2	HIF-2a inh
Cc1cccc(-n2cc(-c3ccc([N+](=O)[O-])cc3)[nH]c2=S)c1	-1.0	-54	0.6	-6	-6	5	-13	-217	-6	3	-194
CCOC(=O)Cn1cncc1-c1ccc([N+](=O)[O-])cc1	-1.2	-45	-0.1	-18	2	-47	1	-120	2	2	-130
COc1ccc2c(c1)c1ncn(Cc3ccccn3)c(=O)c1n2C	-0.2	-23	0.0	-11	-8	3	-45	15	2	-3	20
COC(=O)/C=C/c1c(C)[nH]c(=O)[nH]c1=O	0.2	-28	-0.1	-10	-2	2	-4	5	-1	-4	19
CC(C)N(Cc1ccccc1)C(=S)Nc1cccnc1	-0.6	-28	0.0	9	1	-2	12	18	6	-2	15
CC(C)NS(=O)(=O)c1ccc(OCC(=O)Nc2ccc3c(c2)OCO3)cc1	-0.6	16	-0.3	-4	0	-1	6	-1	-4	-4	4
O=C(NC1CCCCCCC1)C1CCN(S(=O)(=O)N2CCCC2)CC1	-1.7	-11	-0.2	-9	-7	3	-2	-1	-3	6	-43
Cc1c(Cl)cccc1N1C(=O)c2ccccc2C1=O	4.2	-16	0.0	-3	-1	-2	-2	9	-6	0	-1
CC(C)(CO)C(O)C(=O)NCCC#N (configuration not stated)	-1.2	6	-0.3	/	-6	/	-27	-2	/	-1	16
CCC(C)(C)NC(=O)C(c1ccc(OC)cc1)N(C(=O)CCC(=O)Nc1cc(C)on1)c1ccc2c(c1)OCCO2 (configuration not stated)	-0.1	-40	-0.1	-3	3	0	0	2	1	0	10

# 6 records picked at random from those above, as already listed:
molecule	iPSC survival up	NR2E3 ag-1	aDG glyco act	CaV13 FRET inh	Granule exo inh	TRPM1 prom inh	Vif imaging	Peg3 prom inh	PDI turbidity	NR2E3 ag-2	HIF-2a inh
CC(C)(CO)C(O)C(=O)NCCC#N (configuration not stated)	-1.2	6	-0.3	/	-6	/	-27	-2	/	-1	16
CCC(C)(C)NC(=O)C(c1ccc(OC)cc1)N(C(=O)CCC(=O)Nc1cc(C)on1)c1ccc2c(c1)OCCO2 (configuration not stated)	-0.1	-40	-0.1	-3	3	0	0	2	1	0	10
CCOC(=O)Cn1cncc1-c1ccc([N+](=O)[O-])cc1	-1.2	-45	-0.1	-18	2	-47	1	-120	2	2	-130
COC(=O)/C=C/c1c(C)[nH]c(=O)[nH]c1=O	0.2	-28	-0.1	-10	-2	2	-4	5	-1	-4	19
CC(C)N(Cc1ccccc1)C(=S)Nc1cccnc1	-0.6	-28	0.0	9	1	-2	12	18	6	-2	15
Cc1cccc(-n2cc(-c3ccc([N+](=O)[O-])cc3)[nH]c2=S)c1	-1.0	-54	0.6	-6	-6	5	-13	-217	-6	3	-194

# The results go on.
molecule	iPSC survival up	NR2E3 ag-1	aDG glyco act	CaV13 FRET inh	Granule exo inh	TRPM1 prom inh	Vif imaging	Peg3 prom inh	PDI turbidity	NR2E3 ag-2	HIF-2a inh
O=C1NC(Cc2ccc(O)cc2)c2nc3cc(Cl)ccc3c(=O)n2-c2cc3ccccc3cc21 (configuration not stated)	2.8	32	-0.3	-6	6	/	0	57*	9	/	-20
CCOC(=O)c1ccc(NC(=O)C2(c3ccc(Cl)cc3)CCCC2)cc1	12	-17	0.7	-5	40	9	5	26	?	0	13
Cc1cc(NC(=O)Cn2nc(-c3cccs3)ccc2=O)cc(C)c1Br	0.5	-9	0.1	-7	-13	-5	-5	11	0	3	10
COCCNc1nc2nonc2nc1NC(C)c1ccccc1Cl (configuration not stated)	-0.3	-13	0.2	-5	3	11	-2	15	2	-1	15
CC(=O)Nc1cc(C(=O)N2CCc3ccccc3C2)ccc1Sc1ccc(F)cc1	1.3	19	0.1	-18	4	-2	1	18	-2	5	-1
Cc1ccc(C(=O)OCc2nc3ccccc3s2)o1	-0.3	-82	0.1	-6	-6	-33	/	-288	4	-2	-177
Brc1cc2c(cc1/C=N/Nc1nc(N3CCOCC3)nc(N3CCOCC3)n1)OCO2	-1.2	-2	-0.1	-5	-3	-10	/	7	2	2	15
COc1cccc(/C=C/C(=O)N2CCN(c3n[nH]c(=O)[nH]c3=O)CC2)c1OC	-0.4	-16	-0.1	3	2	1	1	-1	-3	4	12
CCC(C)C(=O)Nc1nc2ccc(OC)cc2s1 (configuration not stated)	0.6	-111	0.0	-8	3	-118	-1	-271	-4	-1	-235
CC(C)C(C(=O)NCc1ccco1)N(Cc1ccco1)C(=O)CNS(=O)(=O)c1ccccc1 (configuration not stated)	0.3	-5	0.0	-3	4	-9	12	0	2	0	-1

# Record cards, as listed above. Values in the order: iPSC survival up, NR2E3 ag-1, aDG glyco act, CaV13 FRET inh, Granule exo inh, TRPM1 prom inh, Vif imaging, Peg3 prom inh, PDI turbidity, NR2E3 ag-2, HIF-2a inh
# COCCNc1nc2nonc2nc1NC(C)c1ccccc1Cl (configuration not stated) reads -0.3, -13, 0.2, -5, 3, 11, -2, 15, 2, -1, 15
# Cc1ccc(C(=O)OCc2nc3ccccc3s2)o1 reads -0.3, -82, 0.1, -6, -6, -33, /, -288, 4, -2, -177

# Further records follow.
molecule	iPSC survival up	NR2E3 ag-1	aDG glyco act	CaV13 FRET inh	Granule exo inh	TRPM1 prom inh	Vif imaging	Peg3 prom inh	PDI turbidity	NR2E3 ag-2	HIF-2a inh
Cc1cccc(N2C(=O)CS/C2=N\NC(=O)c2cccnc2)c1C	0.4	-4	0.3	-4	0	6	10	-8	8	4	9
Cn1c(=O)c2[nH]c(NCCCN3CCOCC3)nc2n(C)c1=O	0.3	-21	-0.4	-2	-1	-6	-4	1	-1	-2	5
Cc1ccccc1/C=N/n1c(-c2ccccn2)n[nH]c1=S	0.7	13	0.0	-11	2	4	6	3	-3	-1	15
O=C1N/C(=N\N=C\c2cccs2)SC1Cc1ccc(Cl)cc1Cl (configuration not stated)	0.2	-11	0.0	-11	0	8	-3	14	-11	-2	16
Nn1cnnc1SCC(=O)N1CCc2ccccc2C1	0.0	0	-0.1	-6	0	2	-4	-4	4	3	-6
Cc1cc(NC(=O)CSc2c(C)[nH]c3ccccc23)no1	-1.4	0	0.9	-4	-2	/	-6	2	/	2	16
Nc1n[nH]c(N)c1N=Nc1ccc(F)cc1	-1.9	-23	-0.1	-5	-3	-11	3	-54	0	-5	-93
COc1ccccc1CNC(=O)C(=O)NCC1CCCO1 (configuration not stated)	-0.6	-29	0.3	-5	-3	-38	-3	-32	5	4	-54
O=c1[nH]nc(-c2ccc(NCCCO)c([N+](=O)[O-])c2)c2ccccc12	-0.8	-21	0.0	-19	-6	-2	-1	5	-3	-3	25
O=C(COC(=O)CNC(=O)c1ccccc1)NC(=O)NC1CCCCC1	2.2	-25	0.0	-10	0	20	1	-3	14	/	4
C=C1C[C@@H]2C[C@@H]2CN(S(=O)(=O)c2ccc(C)cc2)[C@@H]1c1ccco1	0.4	-8	-0.2	-7	-3	/	/	/	/	/	9
O=C(NN=Cc1ccc2c(c1)CCC2)c1ccccc1O	-1.9	-33	-0.2	-7	-4	/	-2	-215	20	/	-157
CCSc1cc(N2CCOCC2)nc(-c2ccccc2)n1	3.9	-4	-0.1	-4	2	3	1	9	6	-2	18
CC(=O)c1ccc(Oc2nc3c(c(=O)n(C)c(=O)n3C)n2C)cc1	-0.5	-1	-0.1	-15	-1	9	-5	1	10	-2	17
COc1ccc(CCNC(=O)Nc2nc(C(N)C3CCCCC3)cs2)cc1OC (configuration not stated)	2.9	-20	-0.2	-6	14	/	-3	21	3	/	17
Cc1cc(N/N=C/c2ccc3c(c2)OCO3)nc2ccccc12	-0.7	-74	-0.1	-57	-5	-103	-8	-305	-1	4	-335
CCOC(=O)N/N=C/c1cccc(Cl)c1Cl	0.4	-94	0.2	-15	2	-35	12	-136	-10	1	-148
CC(=O)Nc1ccc(Nc2nc(-c3cc4ccccc4oc3=O)cs2)cc1	0.1	-47	-0.1	-68	10	8	-11	-237	17	/	-324
COc1ccc(N2C(=O)C3C4C=CC(CC4)C3C2=O)c([N+](=O)[O-])c1 (configuration not stated)	-0.2	0	0.2	-8	-2	0	18	1	-3	5	8
CCOC(=O)c1sc2ncn(/N=C/N(C)C)c(=O)c2c1C	-1.3	-15	-0.1	/	-1	-14	17	-1	-5	3	2
CCOC(=O)c1ccc(N=C2SC(C(=O)NC)CC(=O)N2Cc2ccc(F)cc2)cc1 (configuration not stated)	1.8	-24	0.1	8	0	-3	4	24	-2	0	18
CC1CCCCN1S(=O)(=O)c1ccc(NC(=O)c2ccco2)cc1 (configuration not stated)	-1.8	-16	-0.2	-6	-4	-10	5	-7	1	1	-17
Cc1ccc(N(CC(N)=O)C2SC(=O)N(Cc3ccccc3)C2=O)cc1 (configuration not stated)	-0.1	-7	0.0	-6	0	6	-4	8	11	2	1
O=C(c1ccc2c(c1)OCO2)N1CCN=C1SCc1cccnc1	1.7	14	0.1	-1	-5	13	16	7	0	6	13
O=C(Cn1cnc2c(cnn2-c2ccc(F)cc2)c1=O)N1CCN(c2ccccc2F)CC1	-2.0	14	0.1	-4	2	7	-14	25	12	0	19
CC(C(=O)OCC(=O)Nc1cccc(S(=O)(=O)N2CCOCC2)c1)N1C(=O)c2ccccc2C1=O (configuration not stated)	0.1	-19	-0.5	-17	0	19	-5	-3	-7	-1	7
O=C(Nc1ccc(OCC(=O)N2CCOCC2)cc1)c1ccccc1Cl	-0.5	-34	0.6	-9	-2	-39	-5	-84	-7	2	-90
CC1CCN(S(=O)(=O)c2cccc(C(=O)O)c2)CC1	-2.8	13	-0.2	-9	-2	7	19	4	3	0	26
O=[N+]([O-])c1ccc(/C=N/n2c(CO)nc3ccccc32)s1	-3.3	-13	1.6	-4	0	72*	3	45	-6	3	11
CNc1ncnc2c1ncn2[C@H]1CN(CCc2ccccc2)C[C@@H](CO)O1	3.7	-19	-0.1	-10	-4	/	-7	-11	-3	/	2
COC(=O)NCC12CC3CC(C1)CC(CNC(=O)OC)(C3)C2	-2.0	11	-0.1	-5	-1	7	9	-8	11	5	8
CCCN(CCC)CCNC(=O)CCC(=O)Nc1ccc2nc(N3CCOCC3)cc(C)c2c1	-0.6	-13	0.1	-8	-1	-29	-9	-77	0	1	-106
Cc1ccccc1NS(=O)(=O)c1csc(C(N)=O)c1	0.2	1	-0.1	-19	-3	2	2	9	-1	0	4
